Screening data (PubChem BioAssay)
sgs1 mgt1 – NCI yeast anticancer drug screen, S. cerevisiae sgs1 mgt1 strain; growth inhibition, % at 50 µM; hit rate 10% among 78,000;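 further: 0% = growth of vehicle-only cultures of the same strain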
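Growth of a repair-deficient yeast mutant was monitored after compound treatment and expressed as inhibition relative to vehicle-treated cultures.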
yeast mec2-1 – NCI yeast anticancer drug screen, S. cerevisiae mec2-1 strain; growth inhibition, % at 50 µM; AID 157; hit rate 9% among 79,000;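 further: 0% = growth of vehicle-only cultures of the same strain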
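Test agents were screened against the mec2-1 yeast strain, with defined DNA repair or cell cycle alteration. Growth was scored as inhibition against vehicle-only controls.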
bub3 – NCI yeast anticancer drug screen, S. cerevisiae bub3 mutant strain | % growth inhibition at 50 µM | hit rate 9.9% among 78,000 | AID 167;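 further: 0% = growth of vehicle-only cultures of the same strain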
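Mutant yeast screening strain plus compound; vehicle-treated cultures serve as the 0% inhibition reference.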
rad50 – NCI yeast anticancer drug screen, S. cerevisiae rad50 strain. growth inhibition, % at 50 µM. hit rate 10% among 79,000;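 further: 0% = growth of vehicle-only cultures of the same strain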
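Cells are treated with compound, grown, and their growth is then scored against vehicle-only cultures of the same repair-deficient yeast strain.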
cln2 rad14 – NCI yeast anticancer drug screen, S. cerevisiae cln2 rad14 strain; growth inhibition, % at 50 µM; hit rate 8.3% among 78,000;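 further: 0% = growth of vehicle-only cultures of the same strain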
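Yeast carrying cln2 and rad14 alterations (cell cycle control and DNA damage repair) were exposed to compounds. Growth inhibition was measured against vehicle-treated controls.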
mlh1 rad18 – NCI yeast anticancer drug screen, S. cerevisiae mlh1 rad18 strain. % growth inhibition at 50 µM. hit rate 11% among 79,000;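 further: 0% = growth of vehicle-only cultures of the same strain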
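Cells of a genetically altered yeast strain, deficient in DNA damage repair, were treated with compound. Their growth was then compared with that of vehicle-treated cultures to give inhibition.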
The depositor's hits bear a star; & = joins results of further samples. No stated cut-off is given here; in the data, active means growth inhibition above about 70%; inactive means the rest.

smiles	mlh1 rad18	bub3	cln2 rad14	sgs1 mgt1	rad50	yeast mec2-1
Nc1ccc2c(c1)[O][Sn]([c]1ccccc1)([c]1ccccc1)[O]C2=O	89*	88*	89*	89*	86*	90*
CC1(C)N=C(N)N=C(N)N1c1ccc(N(CCCl)CCCl)cc1	-5	-8	6	9	1	-14
CCC1(CCO)C(=O)NC(=O)NC1=O	-3	-15	-12	0	-2	-49
O=P(Nc1cccc(Cl)c1)(Oc1ccccc1)N(CCCl)CCCl (centres undefined)	88*	89*	90*	92*	90*	90*
ClCc1ccc(CCl)c(Cl)c1	-4	-6	12	19	18	-2
O=C1C(F)=C(N2CC2)C(=O)C(N2CCOCC2)=C1N1CC1	92*	92*	84*	90*	90*	90*
C[C@@H](Cc1ccccc1)NC(N)=O	2	8	23	-12	-19	8
O=C(CC(=O)C(=O)Nc1ccccc1)CC(c1ccccc1)c1c(O)c2ccccc2oc1=O (centres undefined)	18	1	13	26	9	5
CNCC(O)c1cn(C)c2ccccc12 (centres undefined)	41	49	22	25	45	21
NN=C(N)N	-33&-28	-9&11	-9&-28	-18&1	-20&-14	-2&4

Some values from the list.
bub3 result of `CCC1(CCO)C(=O)NC(=O)NC1=O` → -15
sgs1 mgt1 result of `O=C1C(F)=C(N2CC2)C(=O)C(N2CCOCC2)=C1N1CC1` → 90*

Later entries:
smiles	mlh1 rad18	bub3	cln2 rad14	sgs1 mgt1	rad50	yeast mec2-1
C/C=C(\C)C(=O)N[C@@H](c1ccccc1)[C@@H](O)C(=O)OC1C[C@@]2(O)[C@@H](OC(=O)c3ccccc3)[C@@H]3[C@]4(OC(C)=O)CO[C@@H]4C[C@H](O)[C@@]3(C)C(=O)[C@H](OC(C)=O)C(=C1C)C2(C)C (some centres undefined)	30	21	17	14	34	14
CC1(C)COC(=O)C1O (centres undefined)	-16&-7&15&5	15&9&14&8	2&2&-6&18	2&3&-15&15	-1&-6&23&11	-13&-15&-2&0
CC(C(=O)Nc1ccc(N(CCCl)CCCl)cc1)n1ccnc1[N+](=O)[O-] (centres undefined)	-46	-13	2	-34	-41	-18
CN1CN(c2ccccc2)C2(CCN(CCc3csc4ccccc34)CC2)C1=O	19	4	17	18	30	12
Cc1ccc(CC(N)c2ccc(C)c(C)c2)cc1 (centres undefined)	11	8	24	6	-3	8
Cc1ccc(C(=O)CN)cc1	-10	3	4	-1	10	0
COP(=O)(OC)O/C(=C(/OP(=O)(OC)OC)c1ccccc1)c1ccccc1	25	-1	24	0	36	14
CCCCCCC1CCC2CCCC(C)N12 (centres undefined)	75*	89*	71*	88*	85*	71*
CCNC(=O)C(C)Br (centres undefined)	24	6	-4	24	19	13
CCC(=O)[O][Sn]([CH3])([CH3])[O][Sn]([CH3])([CH3])[O]C(=O)CC	3	-17	12	-29	-3	18
CC[P+](C#Cc1ccccc1)(c1ccccc1)c1ccccc1	88*	87*	87*	89*	86*	89*
O=C(Nc1cc(Cl)ccc1Cl)C(Cl)(Cl)Cl	64	28	-52	24	54	61
N#Cc1ccccc1C=O	-6	-12	17	10	-23	-12
COC1CC(OC2C(C)OC(OC3C(C)OC(OC4C(C)OC(O[C@H]5CC[C@@]6(C)C(=CC[C@]7(O)[C@@H]6C[C@@H](OC(=O)/C=C(\C)C(C)C)[C@@]6(C)[C@]7(O)CC[C@@]6(O)C(C)=O)C5)CC4OC)CC3OC)CC2OC)OC(C)C1O (some centres undefined)	-73	-22	30	8	-21	-4
Nc1ccccc1-c1ccccc1	7&9	-15&-3	3&-34	4&-1	9&8	8&-1
Nc1ncnc2c1ncn2C1OC(CO)C2NP(=O)(N(CCCl)CCCl)OC21 (centres undefined)	-9&-38	-16&-6	5&-8	-19&-22	17&6	2&-6
CN1Cc2c(ccc3c2OCO3)[C@@H]2[C@H](O)Cc3cc4c(cc3[C@@H]21)OCO4	-14	-22	5	10	-12	-14
C[C@]12CC[C@H]3[C@@H](CCC4=CC(=O)CC[C@@]43C)[C@@H]1CC[C@@H]2OC(=O)c1cccc2c(=O)c3ccccc3[nH]c12	4	71*	34	82*	31	73*
COC(=O)C1=CO[C@@H](C)[C@@H]2CN3CCc4c([nH]c5cc(OC)ccc45)[C@@H]3C[C@H]12	-19	-27	-3	-11	0	-29
CC1OC(OC2CCC3(C=O)C4CCC5(C)C(C6=CC(=O)OC6)CCC5(O)C4CCC3(O)C2)C(O)C(O)C1O (centres undefined)	-4	-9	14	-6	14	-8

Full records, quoted from the list:
`CC1(C)COC(=O)C1O` (centres undefined) reads mlh1 rad18: -16&-7&15&5; bub3: 15&9&14&8; cln2 rad14: 2&2&-6&18; sgs1 mgt1: 2&3&-15&15; rad50: -1&-6&23&11; yeast mec2-1: -13&-15&-2&0
`CC1(C)N=C(N)N=C(N)N1c1ccc(N(CCCl)CCCl)cc1` reads mlh1 rad18: -5; bub3: -8; cln2 rad14: 6; sgs1 mgt1: 9; rad50: 1; yeast mec2-1: -14
`CC(C(=O)Nc1ccc(N(CCCl)CCCl)cc1)n1ccnc1[N+](=O)[O-]` (centres undefined) reads mlh1 rad18: -46; bub3: -13; cln2 rad14: 2; sgs1 mgt1: -34; rad50: -41; yeast mec2-1: -18

(list continues)
smiles	mlh1 rad18	bub3	cln2 rad14	sgs1 mgt1	rad50	yeast mec2-1
O=C1OC(Br)c2ccccc21 (centres undefined)	-8	-20	7	-8	-11	-28
O=C(c1cc(-c2ccc(Cl)c(Cl)c2)nc2c(Cl)cc(Cl)cc12)C1NN1	19	-3	-18	-1	-36	0
CC1(C)[C@@H]2CC[C@]1(C)[C@H](OC(=O)C(Cl)(Cl)Cl)C2	10	27	-19	-10	-17	-5
CCC1(c2ccc(C)cc2)C(=O)NC(=S)NC1=O	12	14	29	17	6	-8
O=S(=O)(O)c1ccc(N=Nc2ccc(N(CCCl)CCCl)cc2)cc1	17	-9	19	15	13	2
C[N+]1(CCCl)CCc2cccc([N+](=O)[O-])c2C1 (centres undefined)	-16	5	1	4	-32	-62
COC[C@]12CN(C=O)[C@H]3C4[C@H](OC)[C@H]1C3([C@@H](OC)C[C@H]2O)[C@@H]1C[C@@]2(O)[C@H](OC(=O)c3ccccc3)[C@@H]1[C@]4(OC(C)=O)[C@@H](O)[C@@H]2OC	26	0	-2	-14	9	14
COc1ccc(C(Cc2ccccc2)NCCO)cc1 (centres undefined)	-8	26	-20	-15	-10	1
CC1(C(=N)N)CCOC1=O (centres undefined)	8	-1	4	-11	4	18
CN1CN(c2ccccc2)C2(CCN(CCCSc3ccccc3NC(=O)/C=C/c3ccccc3)CC2)C1=O	34	41	19	19	20	-4
CO[C@H]1Nc2c(ccc(C)c2O)C(=O)N2C=C(/C=C/C(N)=O)C[C@@H]12	87*	90*	90*	90*	89*	91*
COc1ccc(C(N)C(O)c2ccc(OC)cc2)cc1 (centres undefined)	-13	24	-20	0	-1	1
CCCC[As](=O)(O)C(C)C	14	7	16	2	5	9
O=NN1CCCCCCC1C(=O)O (centres undefined)	20	9	-23	-15	1	7
Oc1ccc([Te]CCNCC[Te]c2ccc(O)cc2)cc1	72*	31	48	16	41	0
Cc1csc(C)[n+]1C	2	-17	-42	4	-24	-5
O=C1NC2(CCNCC2)Oc2ccccc21	-28	13	10	10	17	-2
COc1ccc(C)c(CCN)c1	0	3	-18	-14	6	-7
COP(=O)(O)NC(C)=O	-8	9	-64	9	14	-24
Cc1ccc(C(=O)CCl)c(C)c1	97*	90*	72*	96*	88*	92*

Entries listed so far with bromine (2):
smiles	mlh1 rad18	bub3	cln2 rad14	sgs1 mgt1	rad50	yeast mec2-1
CCNC(=O)C(C)Br (centres undefined)	24	6	-4	24	19	13
O=C1OC(Br)c2ccccc21 (centres undefined)	-8	-20	7	-8	-11	-28

(continued)
smiles	mlh1 rad18	bub3	cln2 rad14	sgs1 mgt1	rad50	yeast mec2-1
COc1cc(CCNC(C)C)c([N+](=O)[O-])cc1OC	-12	-13	-17	-11	-19	-6
[Cl][Hg][c]1cccs1	100*	100*	100*	100*	100*	100*
CN(C)P(=O)(Oc1ccccc1)c1ccccc1 (centres undefined)	-35	-5	-21	-7	-12	5
C[C@]12CC[C@H]3[C@@H](CC=C4C=C(P(=O)(O)O)CC[C@@]43C)[C@@H]1CC[C@@H]2O	-10	-13	-56	-9	-8	5
CC(CC/C=C/CO)C1CC(OS(=O)(=O)O)C2(O)C1(C)CCC1C3CCC(O)C(O)C3C(O)CC12O (centres undefined)	11	-14	1	-14	-1	-10
C1CCN2COCC2C1 (centres undefined)	22	-17	1	-38	-16	-17
Nc1ccc(P(=O)(O)O)cc1	-4	-1	-36	-12	-8	-10
CNC(P(=O)([O-])[O-])P(=O)([O-])[O-].N.N.[Pt+2]	-16	-9	-17	-47	0	-16
CC(=O)OC12c3ccccc3-c3ccccc3C1C(C(=O)O)C2(Cl)C(=O)O (centres undefined)	7	1	7	-27	-2	0
c1c[nH]c(Cc2ncc(Cc3cnc[nH]3)[nH]2)n1	-10	-13	22	-10	4	-21
N#CS.[Cr+3].[NH-]CC[NH-].[NH-]CC[NH-].[NH-]CC[NH-]	5	-3	13	10	15	0
Cc1ccc(NP(=S)(Nc2ccc(C)cc2C)Nc2ccc(C)cc2C)c(C)c1	10	3	18	-3	18	-2
CC1OC(O[C@@H]2C=C3CC[C@@H]4[C@H](CC[C@]5(C)[C@@H](c6ccc(=O)oc6)CC[C@]45O)[C@@]3(C)CC2)C(O)C(O)C1O (some centres undefined)	5	-16	13	-25	3	-37

4 of the compounds above, as labelled records:
SMILES: Nc1ccc(P(=O)(O)O)cc1
  mlh1 rad18: -4 | bub3: -1 | cln2 rad14: -36 | sgs1 mgt1: -12 | rad50: -8 | yeast mec2-1: -10

SMILES: CNC(P(=O)([O-])[O-])P(=O)([O-])[O-].N.N.[Pt+2]
  mlh1 rad18: -16 | bub3: -9 | cln2 rad14: -17 | sgs1 mgt1: -47 | rad50: 0 | yeast mec2-1: -16

SMILES: CC(=O)OC12c3ccccc3-c3ccccc3C1C(C(=O)O)C2(Cl)C(=O)O (centres undefined)
  mlh1 rad18: 7 | bub3: 1 | cln2 rad14: 7 | sgs1 mgt1: -27 | rad50: -2 | yeast mec2-1: 0

SMILES: c1c[nH]c(Cc2ncc(Cc3cnc[nH]3)[nH]2)n1
  mlh1 rad18: -10 | bub3: -13 | cln2 rad14: 22 | sgs1 mgt1: -10 | rad50: 4 | yeast mec2-1: -21

Only part of the results is shown. The share of hits here may be higher or lower than overall.
